High-throughput results (PubChem BioAssay)
mut p53 react = restores mutant p53 pathway signaling in SW480 cells. SW480 PUMA-promoter luciferase, p53 mutant reactivation. activation, % at 9.98 µM. actives 1.5% (n = 28,000). AID 624151; in the data active = activation above about 52%; inconclusive = no clear call, values can overlap the other calls
STK33 kin inh = blocks human STK33 kinase activity | actives 0.44% (n = 27,000) | inhibition, % at 12.5 µM | AID 2322 | Q9BYT3 | ADP-Glo luminescence, MBP substrate; in the data active = inhibition above about 20%; inconclusive = no clear call, values can overlap the other calls
Target sequence (Q9BYT3 whole entry, looked up): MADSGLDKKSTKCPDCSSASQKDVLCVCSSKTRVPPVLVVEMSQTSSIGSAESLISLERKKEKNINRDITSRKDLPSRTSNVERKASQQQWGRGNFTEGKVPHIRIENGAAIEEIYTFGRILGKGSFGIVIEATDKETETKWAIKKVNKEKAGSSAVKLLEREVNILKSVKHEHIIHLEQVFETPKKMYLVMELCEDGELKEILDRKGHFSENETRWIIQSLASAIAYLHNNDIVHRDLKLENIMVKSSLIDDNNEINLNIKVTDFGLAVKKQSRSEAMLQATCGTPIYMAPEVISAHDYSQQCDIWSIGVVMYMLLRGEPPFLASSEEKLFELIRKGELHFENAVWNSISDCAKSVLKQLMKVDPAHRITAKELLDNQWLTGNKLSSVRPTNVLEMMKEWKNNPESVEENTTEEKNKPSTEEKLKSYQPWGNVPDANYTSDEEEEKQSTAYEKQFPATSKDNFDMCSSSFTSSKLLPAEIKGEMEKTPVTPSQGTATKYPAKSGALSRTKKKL
* hit, by the source's call; ? = inconclusive; nt = not tested or not shown; & = joins results of further samples. Some of the compounds tested, so the mix of outcomes need not match the whole.

SMILES | mut p53 react | STK33 kin inh
C[C@@H]1CCCCO[C@@H](CN(C)Cc2ccc(C(F)(F)F)cc2)[C@@H](C)CN([C@H](C)CO)C(=O)c2cc(NS(=O)(=O)c3ccccc3)ccc2O1 | nt | -0.5
C[C@H](CO)N1C[C@H](C)[C@H](CN(C)Cc2ccccc2)Oc2ncc(/C=C/c3ccccc3)cc2C1=O | -13.3 | nt
C[C@@H]1CN([C@@H](C)CO)C(=O)Cc2cc(NC(=O)Nc3ccc(C(F)(F)F)cc3)ccc2O[C@@H]1CN(C)Cc1ccc(-c2ccccc2)cc1 | 9.5 | nt
COc1ccc(NC(=O)N(C)C[C@@H]2Oc3ccc(NC(=O)Nc4ccc(C(F)(F)F)cc4)cc3CC(=O)N([C@@H](C)CO)C[C@@H]2C)cc1 | nt | -0.1
C[C@@H]1CN([C@H](C)CO)S(=O)(=O)c2ccc(C#Cc3cccnc3)cc2O[C@H]1CN(C)C(=O)CN(C)C | 9.8 | nt
O=C1c2ccccc2C(=O)C1C1c2ccccc2Oc2ccccc21 | nt | 2.1
CC(C)Cc1ccc(/C=C/C(=O)N2CCN(C/C=C/c3ccccc3)CC2)cc1 | nt | -0.9
Cc1ccc(NC(=O)Cn2cc(C(=O)c3cccs3)c3ccccc32)cc1Cl | 2.4 | -0.7
C[C@H]1CN([C@@H](C)CO)C(=O)Cc2cc(NC(=O)NC3CCCCC3)ccc2O[C@H]1CN(C)C(=O)Nc1ccc2c(c1)OCO2 | 2.2 | 1.7
CNC[C@@H]1OCc2cnnn2CCCC(=O)N([C@@H](C)CO)C[C@H]1C | nt | -0.6
C[C@@H]1CN([C@H](C)CO)C(=O)CCCn2nncc2CO[C@@H]1CN(C)C(=O)Nc1ccc(F)cc1 | nt | -1.2
C[C@@H]1CCCCO[C@@H](CN(C)C(=O)CCC(F)(F)F)[C@H](C)CN([C@H](C)CO)C(=O)c2cc(NS(=O)(=O)c3cccs3)ccc2O1 | -3.6 | nt
Cc1c(CCC(=O)O)c(=O)oc2c(C)c(OCc3c(F)cccc3Cl)ccc12 | -2.6 | -2.0
C[C@@H]1CN([C@H](C)CO)S(=O)(=O)c2ccc(C#CC3(O)CCCC3)cc2O[C@@H]1CN(C)C(=O)Cc1cccnc1 | -5.5 | nt
Cc1noc(C)c1NC(=O)N(C)C[C@@H]1Oc2ccc(NC(=O)Nc3ccc(F)cc3)cc2C(=O)N([C@H](C)CO)C[C@@H]1C | -3.3 | nt
O=S(=O)(NCc1ccccn1)c1cc(Cl)c(Cl)cc1Cl | 5.5 | 2.3
C[C@@H]1CN([C@@H](C)CO)C(=O)Cc2cc(NC(=O)C3CCCCC3)ccc2O[C@@H]1CN(C)Cc1ccc(C(=O)O)cc1 | nt | 0.1
COc1cccc(-c2ccc3c(c2)O[C@H](CN(C)C)[C@@H](C)CN([C@@H](C)CO)S3(=O)=O)c1 | 3.4 | nt
C[C@@H]1CN([C@H](C)CO)C(=O)c2cc(C#CCc3ccccc3)cnc2O[C@@H]1CN(C)Cc1cccc(F)c1 | 3.1 | nt
C[C@@H]1CN([C@H](C)CO)C(=O)CCCn2cc(nn2)CO[C@@H]1CN(C)C(=O)Nc1ccc(F)cc1 | nt | 9.3
O=c1[nH]nc(SCCS(=O)(=O)c2ccc(F)cc2)n1Cc1ccco1 | -5.6 | nt
C[C@@H]1CCCCO[C@@H](CN(C)C(=O)C2CCCCC2)[C@@H](C)CN([C@H](C)CO)C(=O)c2cc(NS(=O)(=O)c3cccs3)ccc2O1 | -1.7 | -1.0
CN(C)c1ccc2c3c(ccc(N(C)C)c13)[C@](O)(C(F)(F)F)O[C@]2(O)C(F)(F)F | 0.1 | nt
CS(=O)(=O)N(CC(=O)Nc1cccnc1)c1cccc(Br)c1 | -25.1 | -8.8
CCN(CC)C(=O)C1Sc2nnc(-c3ccccc3)n2NC1c1ccc(C)cc1 (centres undefined) | nt | -0.1
C[C@H]1CN([C@@H](C)CO)C(=O)Cc2cc(NC(=O)Nc3ccccc3)ccc2O[C@@H]1CN(C)S(=O)(=O)c1cccs1 | nt | 0.9
CC1(C)C=Cc2cc3ccc(=O)oc3cc2O1 | 58.4* | nt
CCCC#Cc1ccc2c(c1)O[C@@H](CN(C)Cc1ccccc1)[C@H](C)CN([C@H](C)CO)S2(=O)=O | -54.3 | nt
C[C@H]1CN([C@@H](C)CO)C(=O)CCCn2cc(nn2)CO[C@@H]1CN(C)C(=O)Nc1cccc(C(F)(F)F)c1 | nt | -3.4
COc1ccc(-c2oc3cc(OC)ccc3c2C(=O)c2ccc(C#N)cc2)cc1 | 7.6 | nt

An excerpt of these results, in CSV form:
compound,mut p53 react,STK33 kin inh
C[C@@H]1CN([C@H](C)CO)C(=O)c2cc(C#CCc3ccccc3)cnc2O[C@@H]1CN(C)Cc1cccc(F)c1,3.1,nt
C[C@@H]1CN([C@@H](C)CO)C(=O)Cc2cc(NC(=O)C3CCCCC3)ccc2O[C@@H]1CN(C)Cc1ccc(C(=O)O)cc1,nt,0.1
O=S(=O)(NCc1ccccn1)c1cc(Cl)c(Cl)cc1Cl,5.5,2.3
COc1cccc(-c2ccc3c(c2)O[C@H](CN(C)C)[C@@H](C)CN([C@@H](C)CO)S3(=O)=O)c1,3.4,nt
C[C@H]1CN([C@@H](C)CO)C(=O)Cc2cc(NC(=O)Nc3ccccc3)ccc2O[C@@H]1CN(C)S(=O)(=O)c1cccs1,nt,0.9

New compounds follow:
SMILES | mut p53 react | STK33 kin inh
C[C@@H]1CN([C@@H](C)CO)C(=O)c2cc(NC(=O)Cc3ccccc3)ccc2O[C@H]1CN(C)C(=O)Nc1ccc(F)cc1 | 12.0 | nt
O=C(CSc1nnc(-c2ccncc2)n1-c1ccc(F)cc1)c1ccccc1 | 14.9 | 3.1
Cn1cnnc1SCC(=O)N1c2ccccc2Sc2ccc(C(F)(F)F)cc21 | -7.5 | -0.2
Cc1ccc(NC(=O)C(C)NS(=O)(=O)c2ccc(F)cc2)c(C)c1 (centres undefined) | -3.3 | ?
Cc1cccc(NC(=O)CSc2nnc3c4ccccc4nc(-c4ccccc4)n23)c1 | 13.8 | -2.6
CC(C)c1ccc(OCc2ccc(C(=O)N(C)C)o2)cc1 | 10.8 | nt
C=CCN1C(=O)C(O)(CC(=O)c2ccc(OC)c([N+](=O)[O-])c2)c2ccccc21 (centres undefined) | 3.0 | 1.9
COc1ccccc1OCC(O)CN1CCN(CC(=O)Nc2c(C)cccc2C)CC1 (centres undefined) | nt | 0.7
C=C1[C@H]2CC[C@]3(O)[C@@](CC[C@@H]4[C@](C)(C(=O)O)CCC[C@]43C)(C2)[C@H]1OC(=O)/C(C)=C\C | 9.7 | -2.5
C[C@@H]1CN([C@@H](C)CO)C(=O)Cc2cc(NC(=O)Cc3cn(C)c4ccccc34)ccc2O[C@@H]1CN(C)Cc1ccc(Oc2ccccc2)cc1 | nt | -0.8
C[C@H]1CN([C@@H](C)CO)C(=O)c2cc(NS(=O)(=O)c3cccs3)ccc2O[C@@H]1CN(C)CC1CCCCC1 | nt | -0.4
C[C@@H]1CN([C@@H](C)CO)C(=O)CCCn2cc(nn2)CO[C@H]1CN(C)S(=O)(=O)c1ccc(-n2cccn2)cc1 | 1.8 | -5.8
Cc1noc(C)c1NC(=O)N(C)C[C@@H]1Oc2ncc(C#CC(C)C)cc2C(=O)N([C@H](C)CO)C[C@H]1C | 14.1 | nt
C[C@H](CO)N1C[C@H](C)[C@@H](CN(C)S(=O)(=O)c2ccccc2F)Oc2ncc(/C=C/c3ccccc3)cc2C1=O | -24.7 | nt
CCCOc1ccc(Oc2nc(NC(C)(C)C)nc(N3CCOCC3)n2)nn1 | 17.6 | -4.3

3 entries picked at random from the list so far, as already listed:
SMILES | mut p53 react | STK33 kin inh
C[C@@H]1CN([C@@H](C)CO)C(=O)Cc2cc(NC(=O)C3CCCCC3)ccc2O[C@@H]1CN(C)Cc1ccc(C(=O)O)cc1 | nt | 0.1
O=c1[nH]nc(SCCS(=O)(=O)c2ccc(F)cc2)n1Cc1ccco1 | -5.6 | nt
CC(C)c1ccc(OCc2ccc(C(=O)N(C)C)o2)cc1 | 10.8 | nt

Next results.
SMILES | mut p53 react | STK33 kin inh
COCC#Cc1ccc2c(c1)O[C@@H](CN(C)S(=O)(=O)c1ccc(F)cc1)[C@H](C)CN([C@H](C)CO)S2(=O)=O | -0.5 | nt
CCCC1=C(C(=O)OCC)C(c2ccccc2Cl)C(C#N)=C(SC)N1 (centres undefined) | -3.3 | nt
C[C@H]1CN([C@@H](C)CO)C(=O)c2cc(-c3cccc(F)c3)cnc2O[C@@H]1CN(C)C(=O)Nc1cc(F)ccc1F | 8.8 | nt
COc1ccccc1Nc1nc(N)nc(CN2CCOCC2)n1 | 3.3 | -8.0
C[C@@H]1CCCCO[C@@H](CN(C)S(=O)(=O)c2cccs2)[C@@H](C)CN([C@H](C)CO)C(=O)c2cc(NC(=O)CCC(F)(F)F)ccc2O1 | nt | -0.4
Cn1c(SCCC(=O)O)nnc1-c1ccncc1 | -13.0 | 2.9
C[C@@H]1CN([C@H](C)CO)C(=O)CCCn2nncc2CO[C@H]1CN(C)C(=O)c1ccccc1 | 3.8 | -1.8
C[C@H](NC(=O)C[C@@H]1C[C@@H]2c3cc(NC(=O)C4CCOCC4)ccc3O[C@@H]2[C@@H](CO)O1)c1ccccc1 | 10.5 | nt
COc1ccc(CN(C)C[C@H]2OCCCC[C@@H](C)Oc3ccc(NC(=O)Nc4ccc5c(c4)OCO5)cc3C(=O)N([C@H](C)CO)C[C@@H]2C)cc1 | nt | 0.8
COc1ccccc1NC(=O)CNC(=O)c1ccc(F)cc1 | -5.0 | -1.1
C[C@@H]1CN([C@@H](C)CO)C(=O)Cc2cc(NS(=O)(=O)c3cn(C)cn3)ccc2O[C@@H]1CN(C)S(=O)(=O)c1cccs1 | nt | -1.7
C/C=C/c1ccc2c(c1)O[C@@H](CN(C)Cc1cncnc1)[C@H](C)CN([C@@H](C)CO)S2(=O)=O | -5.9 | nt
CCc1cccc(CC)c1NC(=O)Cn1cnc2ccccc2c1=O | -6.2 | -0.3
C[C@H]1CN([C@@H](C)CO)C(=O)c2cc(NC(=O)CCCN(C)C)ccc2O[C@@H]1CN(C)S(=O)(=O)c1ccc(Cl)cc1 | nt | -0.7
CC(C)NC(=O)N(C)C[C@H]1OCCCC[C@H](C)Oc2ccc(N(C)C)cc2C(=O)N([C@H](C)CO)C[C@@H]1C | 4.1 | nt
CC(C)NC(=O)Nc1ccc2c(c1)C(=O)N([C@H](C)CO)C[C@H](C)[C@H](CN(C)C(=O)CCCN(C)C)OCCCC[C@@H](C)O2 | 7.6 | -1.4
CC(C)C(NS(=O)(=O)c1ccc(Oc2ccccc2Cl)cc1)C(=O)O (centres undefined) | -1.2 | -1.0
Cc1ccccc1-c1nnc(SCC(=O)Nc2ccc(C(C)C)cc2)n1C | -5.4 | -2.2
C[C@H]1CN([C@@H](C)CO)C(=O)Cc2cc(NC(=O)c3ccncc3)ccc2O[C@H]1CN(C)CC1CCCCC1 | nt | 0.9
Cc1ccc(NC(=O)CCCn2cc([N+](=O)[O-])cn2)cc1Cl | 7.0 | -0.4
COC(=O)c1cc(OC)c(OC)cc1NC(=O)C(C)Oc1ccc(OC)cc1 (centres undefined) | -3.5 | 1.7
Cc1coc(C)c1C(=O)CC1(O)C(=O)N(CCc2ccccc2)c2ccccc21 (centres undefined) | -1.9 | 1.0
O=C(CSc1nnc(-c2cccc([N+](=O)[O-])c2)n1-c1ccccc1)Nc1ccc(F)cc1 | 17.1 | 0.4
COc1cc2ccc(=O)oc2cc1OC | -3.1&12.4 | -2.7
COc1ccccc1CN(C)C[C@H]1OCc2cnnn2CCCC(=O)N([C@@H](C)CO)C[C@@H]1C | 7.9 | 9.3
C[C@H](CO)N1C[C@H](C)[C@H](CN(C)C(=O)Nc2ccc(F)cc2)Oc2ccc(NC(=O)Cc3cn(C)c4ccccc34)cc2CC1=O | 2.6 | 2.7
C[C@@H]1CN([C@H](C)CO)C(=O)CCCn2cc(nn2)CO[C@H]1CN(C)C | -8.6 | 0.3
CCC1(C)Cc2nc3nc(SCC(=O)c4ccc(Br)cc4)n(-c4ccccc4)c(=O)c3cc2CO1 (centres undefined) | -6.3 | -1.4
O=c1oc2ccccc2cc1-c1csc(Cc2nc(-c3ccc(Br)cc3)cs2)n1 | -2.8 | -0.9
C[C@@H]1CN([C@@H](C)CO)C(=O)c2cc(NS(=O)(=O)c3ccc(F)cc3)ccc2O[C@@H](C)CCCCO[C@@H]1CN(C)S(=O)(=O)c1ccc(Cl)cc1 | -23.0 | nt
CN(c1cccc(NC(=O)CN2C(=O)c3cccc4cccc2c34)c1)S(C)(=O)=O | -8.9 | 1.0
Cc1noc(C)c1NC(=O)N(C)C[C@@H]1Oc2ccc(NC(=O)NC3CCCCC3)cc2CC(=O)N([C@H](C)CO)C[C@@H]1C | nt | -1.8
C[C@@H]1CN([C@@H](C)CO)C(=O)c2cc(NC(=O)Cc3ccccc3)ccc2O[C@@H](C)CCCCO[C@@H]1CN(C)C | -6.0 | nt
COc1cccc(-c2cnc3c(c2)C(=O)N([C@H](C)CO)C[C@H](C)[C@H](CN(C)C(=O)Nc2ccc(F)cc2)O3)c1 | nt | -2.4
COc1ccc(S(=O)(=O)N(C)C[C@H]2Oc3ccc(NC(=O)Nc4cccc5ccccc45)cc3C(=O)N([C@H](C)CO)C[C@@H]2C)cc1 | -4.8 | nt
C[C@@H]1CCCCO[C@@H](CN(C)S(=O)(=O)c2ccccc2)[C@@H](C)CN([C@@H](C)CO)C(=O)c2cc(N(C)C)ccc2O1 | -0.6 | nt
COC(=O)Cc1c(C)nc2nc(-c3ccco3)[nH]n2c1=O | 3.3 | 0.3
CC(C)NC(=O)Nc1ccc2c(c1)CC(=O)N([C@H](C)CO)C[C@@H](C)[C@@H](CN(C)S(=O)(=O)c1cccs1)O2 | nt | -0.7
CCn1c(SCC(=O)Nc2cccc(Br)c2)nnc1-c1ccc(Cl)cc1Cl | -16.8 | -0.3
